Rpn11 inh – inhibitors of human proteasome Rpn11; human 26S proteasome, Ub4-pepOG fluorescence polarization; 20S core pre-blocked with epoxomicin; 0.59% of 360,000 active; calls only at 20 µM; O00487; AID 588493;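 active = inhibition at 20 µM, scaled to each plate's controls, above about 33%, limit read from the data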
Target sequence (O00487 whole entry, looked up): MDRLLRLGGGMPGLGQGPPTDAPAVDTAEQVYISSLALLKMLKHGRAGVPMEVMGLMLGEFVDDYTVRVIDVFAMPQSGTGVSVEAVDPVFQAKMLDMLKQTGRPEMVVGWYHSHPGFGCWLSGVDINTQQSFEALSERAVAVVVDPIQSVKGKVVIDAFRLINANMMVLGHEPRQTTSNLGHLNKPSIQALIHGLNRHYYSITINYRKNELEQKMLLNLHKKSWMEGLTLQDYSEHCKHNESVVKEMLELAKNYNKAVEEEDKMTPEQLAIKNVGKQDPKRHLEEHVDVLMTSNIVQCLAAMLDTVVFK
LMPTP block – LMPTP (human) inhibition. 0.22% of 360,000 active. inhibition, % at 20 µM. recombinant LMPTP-A, OMFP fluorogenic substrate, fluorescence intensity. P24666;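 active = compounds that cut the enzyme signal by at least half of the control window in the single-dose screen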;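 also: plate controls were DMSO wells with enzyme plus substrate for no effect and substrate without enzyme for full effect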
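Buffer or medium: Bis-Tris pH 6.0, DTT, detergent; Assay system: LMPTP-A enzyme; Quantity: 0.625 nM enzyme; Detection: endpoint fluorescence intensity; Times: 50 min dark incubation at room temperature; Controls: substrate-only low control, DMSO enzyme-plus-substrate high control; Doses: single 20 µM dose; Read-out: percent inhibition versus substrate-only and uninhibited controls; Reagent: 400 µM OMFP.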
NRP1-CendR mod – NRP-1/CendR interaction modulation | FAM-RPARPAR peptide binding to NRP-1, fluorescence polarization | 0.85% of 360,000 active | inhibition, % at 25 µM;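 active = inhibition or corrected inhibition above about 18%, plus a signal ratio from 0.5 to 1.5, limit read from the data, passing the limit was not always enough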; also: strong numbers were not always called active
Scp1 inh – Scp-1 (human) phosphatase inhibition; Recombinant Scp1, phosphopeptide, malachite green phosphate absorbance; inhibition, % at 20 µM; 0.88% of 340,000 active; AID 493091;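 active = inhibition above about 50% at 20 µM, limit read from the data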;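 also: plate controls were DMSO wells with enzyme for no effect and wells lacking enzyme for full effect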
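Material – SCP-1 phosphatase catalytic domain, residues 76-261 · Buffer or medium – Acidic Tris acetate buffer with magnesium and detergent · Also added – Phospho 17-mer peptide substrate · Compound – single 20 µM dose, 1% DMSO · Times – 45 min room-temperature reaction, 5 min colour, 30 min stabiliser · Technique – Phosphate-binding colour reagent, absorbance read at 630 nm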
NadD inh – inhibitors of Staphylococcus aureus NadD | purified NadD enzyme, colorimetric absorbance read-out | inhibition, % at 20 µM | 0.78% of 360,000 active; in the data active = inhibition above about 26%; also: some compounds past the cut are filed as inactive
SUMO1-SIM PPI – modulators of human SUMO1-mediated protein-protein interactions | inhibition, % at 20 µM | SUMO1 binding to a labelled peptide, TR-FRET, 1 h | P63165 | 0.33% of 360,000 active | AID 602429; in the data active = inhibition above about 37%
Target sequence (P63165 whole entry, looked up): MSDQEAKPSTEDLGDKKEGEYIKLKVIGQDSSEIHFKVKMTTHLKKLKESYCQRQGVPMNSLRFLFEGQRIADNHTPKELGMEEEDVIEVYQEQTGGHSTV
STEP block – blocks human striatal-enriched tyrosine phosphatase. recombinant STEP, OMFP fluorogenic substrate, fluorescence. inhibition, % at 20 µM. 0.25% of 360,000 active;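 active = inhibition at 20 µM, scaled per plate between control wells, above about 37%, limit read from the data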;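 also: 0% = DMSO with enzyme and substrate and 100% = substrate only without enzyme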
Target sequence (P54829 whole entry, looked up): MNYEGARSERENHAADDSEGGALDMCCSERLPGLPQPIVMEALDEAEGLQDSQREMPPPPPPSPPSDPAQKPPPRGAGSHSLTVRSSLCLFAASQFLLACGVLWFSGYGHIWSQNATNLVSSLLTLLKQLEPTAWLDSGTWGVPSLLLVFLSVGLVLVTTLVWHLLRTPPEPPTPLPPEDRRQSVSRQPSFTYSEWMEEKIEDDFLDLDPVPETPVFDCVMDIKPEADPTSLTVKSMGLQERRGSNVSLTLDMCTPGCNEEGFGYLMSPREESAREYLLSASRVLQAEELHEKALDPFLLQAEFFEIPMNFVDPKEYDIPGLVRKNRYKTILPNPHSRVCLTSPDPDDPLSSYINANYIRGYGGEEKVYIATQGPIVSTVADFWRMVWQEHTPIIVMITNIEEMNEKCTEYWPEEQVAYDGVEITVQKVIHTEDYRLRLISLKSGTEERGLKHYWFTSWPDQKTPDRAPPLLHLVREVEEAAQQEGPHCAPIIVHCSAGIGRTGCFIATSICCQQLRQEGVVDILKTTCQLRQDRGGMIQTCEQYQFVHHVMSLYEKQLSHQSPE
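medium = Bis-Tris buffer pH 6.0, 2.5 mM DTT, 0.005% Tween 20 | test system = STEP (striatal-enriched tyrosine phosphatase) enzyme, cell-free | measure = normalized % inhibition | compound dosing = 20 µM, 1% DMSO | also added = 25 µM OMFP | schedule = reaction 20 min, ambient temperature | measured by = fluorescence read at 480 nm ex / 540 nm em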
MT1-MMP act inh – blocks activation of human MT1-MMP. 0.061% of 360,000 active. HT1080 RFP-PRO-GFP cells, GFP/RFP ratio fluorescence, overnight; percent of plate control window, DMSO zero. AID 651647. GFP/RFP ratio change, % at 20 µM;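 active = GFP/RFP ratio change of at least 30% with cell ATP level not reduced by more than half and red fluorescence within 50% of control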; also: strong numbers were not always called active
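Assay system: RFP-PRO-GFP reporter HT1080 cells; read-out basis: GFP/RFP fluorescence ratio; benchmarks: DMSO wells and RFP-L50D-GFP cells; doses: 20 µM single dose, 1% DMSO; schedule: overnight cell settling, then overnight compound exposure, 37 °C, 5% CO2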
DNMT1 inh – inhibitors of human DNMT1 | P26358 | DNMT1 molecular beacon, Hinp1I cleavage, fluorescence | inhibition (reported as % activation of signal), % at 10 µM | 0.83% of 360,000 active | AID 588458; in the data active = inhibition above about 50%
SKN-1 block – inhibitors of C. elegans SKN-1; inhibition, % at 21.8 µM; 0.49% of 360,000 active; C. elegans VP596 Pgst-4::GFP/RFP ratio, acrylamide-induced, 24 h;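 active = interference check ratio from 0.5 to 1.5 plus GFP to RFP signal ratio inhibition reaching or exceeding a fixed threshold, cut at about 30% in these data, passing the limit was not always enough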; also: some compounds called inactive have numbers as strong as hits
An asterisk follows results filed as active.

Screening Cc1ccccc1OCCC(=O)OCC(=O)NC1CCCCC1 returned Rpn11 inh inactive, LMPTP block 0.1, NRP1-CendR mod -3, Scp1 inh -3, NadD inh -4, SUMO1-SIM PPI 2, STEP block 1, MT1-MMP act inh 1, DNMT1 inh 3 and SKN-1 block 5.
Screening Cn1cccc1CNC(=S)Nc1ccccc1Cl returned Rpn11 inh inactive, LMPTP block -1.8, NRP1-CendR mod 10, Scp1 inh 11, NadD inh -4, SUMO1-SIM PPI 2, STEP block 3, MT1-MMP act inh -1, DNMT1 inh 1 and SKN-1 block -6.
COc1cccc(OCCn2cc(C=O)c3ccccc32)c1 was read as Rpn11 inh inactive, LMPTP block 2.1, NRP1-CendR mod -4, Scp1 inh -9, NadD inh -11, SUMO1-SIM PPI 0, STEP block -3, MT1-MMP act inh 7, DNMT1 inh -3 and SKN-1 block 20.
Screening N#C/C(=C\c1ccc(O)c(O)c1)C(=O)N1CCc2ccccc21 returned Rpn11 inh active, LMPTP block -0.7, NRP1-CendR mod -93, Scp1 inh -11, NadD inh 5, SUMO1-SIM PPI -23, STEP block 1, MT1-MMP act inh -28, DNMT1 inh 9 and SKN-1 block 1.
Screening COc1ccc(C(O)P(=O)(OCC(C)C)c2ccc(N(C)C)cc2)c(OC)c1 (configuration not stated) returned Rpn11 inh inactive, LMPTP block -1.8, NRP1-CendR mod 12, Scp1 inh 2, NadD inh -8, SUMO1-SIM PPI 3, STEP block -3, MT1-MMP act inh -4, DNMT1 inh 2 and SKN-1 block -4.
Fc1ccc(CSc2nncn2NC/C=C/c2ccccc2)cc1 was read as Rpn11 inh inactive, LMPTP block -0.1, NRP1-CendR mod 4, Scp1 inh 4, NadD inh 4, SUMO1-SIM PPI 3, STEP block 4, MT1-MMP act inh 0, DNMT1 inh -1 and SKN-1 block 0.
For Cc1cc(C(=O)Cn2nc(C(=O)O)c3ccccc3c2=O)c(C)n1C1CC1 the results were Rpn11 inh inactive, LMPTP block -2.2, NRP1-CendR mod 1, Scp1 inh 2, NadD inh 8, SUMO1-SIM PPI 5, STEP block 0, DNMT1 inh 8 and SKN-1 block -5.
Screening O=C(NC1CCCC1)c1ccc(CS(=O)(=O)c2ccc(Cl)cc2)o1 returned Rpn11 inh inactive, LMPTP block -0.4, NRP1-CendR mod 13, Scp1 inh -5, NadD inh -8, SUMO1-SIM PPI 3, STEP block -2, MT1-MMP act inh 3, DNMT1 inh 1 and SKN-1 block 5.
CCCCn1c(N)c(N(CC)C(=O)c2ccc(-c3ccc(Cl)cc3)o2)c(=O)[nH]c1=O was read as Rpn11 inh inactive, LMPTP block 1.0, NRP1-CendR mod -3, Scp1 inh -5, NadD inh 8, SUMO1-SIM PPI 0, STEP block 3, MT1-MMP act inh 0, DNMT1 inh -2 and SKN-1 block 3.
O=C(O)/C=C/C(=O)Nc1ccc(-n2ccc(C(F)(F)F)n2)cc1 was read as Rpn11 inh inactive, LMPTP block -1.4, NRP1-CendR mod 10, Scp1 inh -8, NadD inh 1, SUMO1-SIM PPI 0, STEP block 1, MT1-MMP act inh 0, DNMT1 inh 3 and SKN-1 block 1.
Screening COC(=O)c1ccc(NS(=O)(=O)c2ccc(-c3cc(C)no3)s2)cc1 returned Rpn11 inh inactive, LMPTP block 0.3, NRP1-CendR mod -8, Scp1 inh -9, NadD inh -9, SUMO1-SIM PPI -12, STEP block 0, MT1-MMP act inh -3, DNMT1 inh 0 and SKN-1 block 2.
For COc1ccc(/C=N/NC(=O)c2cccc(OC(F)(F)C(F)F)c2)cc1O the results were Rpn11 inh inactive, LMPTP block 1.0, NRP1-CendR mod 0, Scp1 inh -1, NadD inh 3, SUMO1-SIM PPI -5, STEP block 0, MT1-MMP act inh 9, DNMT1 inh 0 and SKN-1 block 4.
Screening O=[N+]([O-])c1cc(Cl)cc(/C=N/NC(=S)Nc2ccc(S(=O)(=O)N3CCOCC3)cc2)c1O returned Rpn11 inh inactive, LMPTP block 9.0, NRP1-CendR mod -10, Scp1 inh 26, NadD inh 20, SUMO1-SIM PPI 10, STEP block 7, MT1-MMP act inh -9, DNMT1 inh -13 and SKN-1 block -7.
For Cc1ccc(S(=O)(=O)Nc2ccc3c(c2)CCC3)cc1C the results were Rpn11 inh inactive, LMPTP block 0.2, NRP1-CendR mod -4, Scp1 inh -8, NadD inh -3, SUMO1-SIM PPI 3, STEP block -2, MT1-MMP act inh -2, DNMT1 inh -10 and SKN-1 block 12.
Screening O=C(Nc1ccc([N+](=O)[O-])c(NC(=O)c2cccnc2)c1)c1cccnc1 returned Rpn11 inh inactive, LMPTP block -0.6, NRP1-CendR mod 6, Scp1 inh -3, NadD inh -10, SUMO1-SIM PPI -19, STEP block -1, MT1-MMP act inh 2, DNMT1 inh 1 and SKN-1 block -1.
Cc1ccc(S(=O)(=O)NCCc2nnc3ccc(SCc4cccnc4)nn23)cc1 was read as Rpn11 inh inactive, LMPTP block 0.9, NRP1-CendR mod 6, Scp1 inh 8, NadD inh -8, SUMO1-SIM PPI -3, STEP block -3, MT1-MMP act inh -8, DNMT1 inh -2 and SKN-1 block -3.
`CCCCN1C(=O)NC(NC(=O)C2CC2)(C(F)(F)F)C1=O` (configuration not stated) gave Rpn11 inh inactive, LMPTP block 0.6, NRP1-CendR mod 2, Scp1 inh 4, NadD inh -3, SUMO1-SIM PPI -3, STEP block 1, MT1-MMP act inh 4, DNMT1 inh 3 and SKN-1 block 2.
N#Cc1cc(N)ccc1Sc1ccccc1 was read as Rpn11 inh inactive, LMPTP block -0.4, NRP1-CendR mod 0, Scp1 inh -2, NadD inh -4, SUMO1-SIM PPI -1, STEP block 1, MT1-MMP act inh 3, DNMT1 inh -8 and SKN-1 block -1.
Screening OCC1OC(n2cnc3c(N4CCCCC4)ncnc32)C(O)C1O (configuration not stated) returned Rpn11 inh inactive, LMPTP block -0.5, NRP1-CendR mod 3, Scp1 inh -5, NadD inh 6, SUMO1-SIM PPI 0, STEP block 0, MT1-MMP act inh -5, DNMT1 inh 2 and SKN-1 block 10.
`COc1ccc(N2CCN(C(=O)CN(c3cccc(Br)c3)S(C)(=O)=O)CC2)cc1` gave Rpn11 inh inactive, LMPTP block 0.1, NRP1-CendR mod -26, Scp1 inh -1, NadD inh 7, SUMO1-SIM PPI 3, STEP block 0, MT1-MMP act inh 0, DNMT1 inh -3 and SKN-1 block 8.
O=C(Nc1ccc(N2CCOCC2)c(Cl)c1)c1ccc(-n2cnnc2)cc1 was read as Rpn11 inh inactive, LMPTP block -0.4, NRP1-CendR mod 6, Scp1 inh 1, NadD inh 1, SUMO1-SIM PPI 6, STEP block -2, MT1-MMP act inh 0, DNMT1 inh 0 and SKN-1 block 7.
Screening CCOC(=O)c1c(C)[nH]c(C(=O)N/N=C/c2ccc(OC)c(OC)c2)c1C returned Rpn11 inh inactive, LMPTP block -0.2, NRP1-CendR mod 8, Scp1 inh -9, NadD inh 6, SUMO1-SIM PPI 6, STEP block -2, MT1-MMP act inh -7, DNMT1 inh -1 and SKN-1 block 9.
CC(C)Sc1nnc(CNC(=O)C23CC4CC(CC(C4)C2)C3)n1C1CCCCC1 was read as Rpn11 inh inactive, LMPTP block 0.7, NRP1-CendR mod 6, Scp1 inh -2, NadD inh -1, SUMO1-SIM PPI -1, STEP block 0, MT1-MMP act inh -5, DNMT1 inh -1 and SKN-1 block 0.
For COc1ccc(CNC(=O)COC(=O)Cc2ccsc2)cc1 the results were Rpn11 inh inactive, LMPTP block 1.7, NRP1-CendR mod 14, Scp1 inh -5, NadD inh 3, SUMO1-SIM PPI -1, STEP block 3, MT1-MMP act inh -5, DNMT1 inh 1 and SKN-1 block 9.
For CCOC(=O)C(=CNc1cc(C)ccc1-n1cccc1)C(=O)OCC the results were Rpn11 inh inactive, LMPTP block 2.9, NRP1-CendR mod -9, Scp1 inh -7, NadD inh -8, SUMO1-SIM PPI 4, STEP block 2, MT1-MMP act inh -3, DNMT1 inh 3 and SKN-1 block 3.
For CCCc1cc(C(F)(F)F)c(C#N)c(=O)[nH]1 the results were Rpn11 inh inactive, LMPTP block 0.0, NRP1-CendR mod 9, Scp1 inh -6, NadD inh 4, SUMO1-SIM PPI 7, STEP block -2, MT1-MMP act inh 4, DNMT1 inh 1 and SKN-1 block -17.
For CCOC1=C2CN(S(=O)(=O)c3ccc(C)cc3)C(c3ccc(CC)cc3)CC2n2c(=O)n(-c3ccccc3)c(=O)n2C1 (configuration not stated) the results were LMPTP block 0.9, NRP1-CendR mod -8, SUMO1-SIM PPI 5, MT1-MMP act inh 4 and SKN-1 block -13.
`CCn1c(CCC(=O)Nc2cc(F)ccc2C)nc2cc(S(=O)(=O)N(C)C)ccc21` gave Rpn11 inh inactive, LMPTP block -1.2, NRP1-CendR mod -21, Scp1 inh -8, NadD inh 3, SUMO1-SIM PPI 5, STEP block -2, MT1-MMP act inh -1, DNMT1 inh 3 and SKN-1 block 1.
For Oc1cccc2cc3cccc(O)c3c(O)c12 the results were Rpn11 inh inactive, LMPTP block 23, NRP1-CendR mod 9, Scp1 inh 2, NadD inh 70*, SUMO1-SIM PPI 11, STEP block 2, MT1-MMP act inh 4, DNMT1 inh 87* and SKN-1 block 10.
N#Cc1cc2cc3c(cc2nc1NCCNC(=S)NCCCN1CCOCC1)OCO3 was read as Rpn11 inh inactive, LMPTP block 0.2, NRP1-CendR mod -4, Scp1 inh -10, NadD inh -1, SUMO1-SIM PPI 5, STEP block 2, MT1-MMP act inh 1, DNMT1 inh -2 and SKN-1 block -11.
For O=C(COC(=O)c1ccc(S(=O)(=O)C(F)F)cc1)Nc1ccccc1C(=O)NC1CC1 the results were Rpn11 inh inactive, LMPTP block 1.0, NRP1-CendR mod 5, Scp1 inh -5, NadD inh -1, SUMO1-SIM PPI -2, STEP block -4, MT1-MMP act inh -3, DNMT1 inh -22 and SKN-1 block 0.
For CCCc1ccc(S(=O)(=O)NCCc2ccncc2)cc1 the results were Rpn11 inh inactive, LMPTP block 0.1, NRP1-CendR mod -2, Scp1 inh -7, NadD inh -7, SUMO1-SIM PPI 4, STEP block -10, MT1-MMP act inh 4, DNMT1 inh 0 and SKN-1 block -25.

A section taken from the entries so far, for reference:
For O=C(COC(=O)c1ccc(S(=O)(=O)C(F)F)cc1)Nc1ccccc1C(=O)NC1CC1 the results were Rpn11 inh inactive, LMPTP block 1.0, NRP1-CendR mod 5, Scp1 inh -5, NadD inh -1, SUMO1-SIM PPI -2, STEP block -4, MT1-MMP act inh -3, DNMT1 inh -22 and SKN-1 block 0.
For CCCc1ccc(S(=O)(=O)NCCc2ccncc2)cc1 the results were Rpn11 inh inactive, LMPTP block 0.1, NRP1-CendR mod -2, Scp1 inh -7, NadD inh -7, SUMO1-SIM PPI 4, STEP block -10, MT1-MMP act inh 4, DNMT1 inh 0 and SKN-1 block -25.

Compound activity (PubChem)
